PLC-gamma1 inh: PLC-gamma1 enzyme inhibitors, primary screen, biochemical, fluorescence, purified enzyme; AID 720700, 2013; inhibition, % at 12.2 µM; fluorogenic substrate; 0.84% of 370,000 active; in the data active means inhibition above about 9.5%
proKLK7 act: proKLK7 zymogen activators, primary screen, biochemical, fluorescence intensity; purified proKLK7, EDANS-DABCYL substrate fluorescence; 100% is mature enzyme control, 0% vehicle; 0.9% of 370,000 active; activation, % at 7 µM; AID 652039, 2013;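 active means activation above the mean of all tested compounds plus 3 SD, computed per campaign excluding outliers beyond control limits, cut at about 13% in these data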
DDE Tn7 FP inh: inhibitors of Tn7 peptide binding to fibrin DD(E), primary screen, biochemical, fluorescence polarization, human fibrin, Tn7 probe. FP displacement of FITC-Tn7 peptide from fibrin DD(E); 0% = median of compound wells per plate. inhibition, % at 8.3 µM. 0.13% of 370,000 active. AID 720508, 2013;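 active means inhibition above the mean of compounds falling within the control limits plus 3 SD of them, cut at about 14% in these data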;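 further: 0% = plate median of compound wells and 100% = 10 µM Aha-Tn7 peptide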
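system = human fibrin DD(E) protein | quantity = DD(E) 2 µM final | medium = Tris/NaCl/CaCl2 buffer, pH 7.8 | also added = labelled Tn7 tracer, 0.1 µM | compound dosing = single point at 8.3 µM | timing = compound with protein 10 min, then 3 h after probe, room temperature | signal = FP measurement | benchmarks = Aha-Tn7 high control | repeats = one replicate per compound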
UHRF1 binding: UHRF1 methylated DNA binding inhibitors, primary screen, counter-screen for MBD2 inhibitor project, biochemical, TR-FRET, human UHRF1, single concentration; AID 687016, 2013; inhibition, % at 4.4 µM; E3 ubiquitin-protein ligase UHRF1 (Homo sapiens), Q96T88; UHRF1 binding to methylated oligo; 0.75% of 370,000 active; in the data active means inhibition above about 21%;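 further: UHRF1 SRA domain binding a hemimethylated CpG hairpin DNA probe; 0% = median of test compound wells and 100% = reference inhibitor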
Target sequence (Q96T88 whole entry, looked up, the tested form may be a part): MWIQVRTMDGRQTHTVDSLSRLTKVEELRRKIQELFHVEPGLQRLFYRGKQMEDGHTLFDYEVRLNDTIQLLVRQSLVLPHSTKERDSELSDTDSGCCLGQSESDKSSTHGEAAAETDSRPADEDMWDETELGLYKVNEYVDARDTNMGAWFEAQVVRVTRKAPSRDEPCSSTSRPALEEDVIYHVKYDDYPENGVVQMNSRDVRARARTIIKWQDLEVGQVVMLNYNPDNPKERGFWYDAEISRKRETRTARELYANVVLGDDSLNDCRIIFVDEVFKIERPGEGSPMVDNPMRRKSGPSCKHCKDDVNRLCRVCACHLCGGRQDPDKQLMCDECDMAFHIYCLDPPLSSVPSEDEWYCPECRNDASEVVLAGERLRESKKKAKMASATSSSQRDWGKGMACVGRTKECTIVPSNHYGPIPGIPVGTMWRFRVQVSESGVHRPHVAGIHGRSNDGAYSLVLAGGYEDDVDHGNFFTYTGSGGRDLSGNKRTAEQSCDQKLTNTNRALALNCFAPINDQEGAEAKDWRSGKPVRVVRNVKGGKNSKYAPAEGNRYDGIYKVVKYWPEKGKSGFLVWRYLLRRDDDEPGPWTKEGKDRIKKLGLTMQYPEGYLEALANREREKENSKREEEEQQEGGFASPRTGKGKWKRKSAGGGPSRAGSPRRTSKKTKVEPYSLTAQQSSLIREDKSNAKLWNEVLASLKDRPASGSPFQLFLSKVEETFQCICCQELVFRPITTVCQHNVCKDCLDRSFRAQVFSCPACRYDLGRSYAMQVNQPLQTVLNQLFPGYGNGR
ASAP1 inh: inhibitors of human ASAP1 ArfGAP activity, primary screen, biochemical, fluorescence polarization | Arf-GAP with SH3 domain, ANK repeat and PH domain-containing protein 1 (Homo sapiens), … | ASAP1-stimulated ARF1 GTP hydrolysis, GDP FP detection | inhibition, % at 16.5 µM | 0.19% of 360,000 active; in the data active means inhibition above about 25%;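 further: 0% = vehicle with enzyme and substrate and 100% = no enzyme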
PLC-beta3 inh: human PLC-beta3 inhibitors, primary screen, biochemical, fluorescence; AID 720704, 2013; 1-phosphatidylinositol 4,5-bisphosphate phosphodiesterase beta-3 (Homo sapiens), Q01970; 0.18% of 370,000 active; Purified PLC-beta3, fluorogenic substrate; inhibition, % at 12.2 µM; in the data active means inhibition above about 11%;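 further: 0% = median of compound wells on plate and 100% = full blocker control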
ADAM17 inh: ADAM17 inhibitors, primary screen, biochemical, QFRET | 0.83% of 370,000 active | Disintegrin and metalloproteinase domain-containing protein 17 (Homo sapiens), P78536 | recombinant ADAM17, EDANS/DABCYL FRET peptide cleavage | inhibition, % at 6.95 µM;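 active means inhibition above the mean of compounds lying between control limits plus 3 SD, set per campaign, cut at about 8.5% in these data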;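 further: 0% = DMSO-only wells as the low control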
DDE Tn6 FP inh: inhibitors of Tn6 peptide binding to fibrin DD(E), primary screen, biochemical, fluorescence polarization, human fibrin, Tn6 probe. Fibrinogen beta chain (Homo sapiens), P02675. Fibrin DD(E) TRITC-Tn6 fluorescence polarization displacement. inhibition, % at 8.3 µM. 0.21% of 370,000 active. AID 720509, 2013;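 active means inhibition above a per-campaign cutoff: mean of compounds within control limits plus 3 SD, cut at about 15% in these data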;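 further: 0% = median of all compound wells on the plate and 100% = blocking peptide control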
ARFGAP1 inhibitor: inhibitors of rat ARFGAP1 GAP activity, primary screen, biochemical, fluorescence polarization, GDP tracer | ADP-ribosylation factor GTPase-activating protein 1 (Rattus norvegicus), Q62848 | Arfgap1-stimulated ARF1 GTP hydrolysis, GDP FP detection | inhibition, % at 16.5 µM | 0.26% of 360,000 active | AID 651572, 2012;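 active means inhibition above a per-plate limit, mean inhibition of low control wells plus 3 SD, cut at about 25% in these data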;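 further: 0% = DMSO wells with enzyme and 100% = wells lacking Arfgap1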
Target sequence (Q62848 1-136 limits assumed): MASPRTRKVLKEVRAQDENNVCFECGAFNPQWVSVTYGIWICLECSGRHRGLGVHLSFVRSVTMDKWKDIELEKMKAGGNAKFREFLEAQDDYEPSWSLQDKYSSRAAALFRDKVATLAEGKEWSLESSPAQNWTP
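Repeats: one replicate per compound; assay system: rat Arfgap1 catalytic domain, aa 1-136; times: enzyme reaction 120 min at 25 °C after 20 min preincubation; detection: FP of antibody-bound GDP Alexa 633 tracer, ex 620/em 688 nm; benchmarks: high control wells lacking Arfgap1, low control full reaction with DMSO; reagent: human ARF1(Δ1-17)-GTP substrate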
MBD2 DNA inh: inhibitors of MBD2 binding to methylated DNA, primary screen, biochemical, TR-FRET, DNA-binding domain, human | Methyl-CpG-binding domain protein 2 (Homo sapiens), Q9UBB5 | MBD2 binding to methylated oligonucleotide | inhibition, % at 4.4 µM | 0.31% of 370,000 active | AID 686964, 2013; in the data active means inhibition above about 13%
* hit, by the source's call; · = no result given.

SMILES	PLC-gamma1 inh	proKLK7 act	DDE Tn7 FP inh	UHRF1 binding	ASAP1 inh	PLC-beta3 inh	ADAM17 inh	DDE Tn6 FP inh	ARFGAP1 inhibitor	MBD2 DNA inh
CC[C@]12c3[nH]c4cc(-c5ccco5)ccc4c3CCN1C(=O)[C@@H](CC(=O)NCC13CC4CC(CC(C4)C1)C3)C[C@@H]2C(=O)N1CCN(C(=O)C2CC2)CC1	-283.5	-13.4	7.1	1.0	2.3	-401.9	-85.2	-0.5	9.7	-3.0
CCc1nnc(NC(=O)CN2CCOCC2)s1	-0.3	0.6	-7.3	17.2	-7.0	1.1	-2.9	-5.7	4.6	5.1
O=C(Nc1nc(-c2ccc3c(c2)OCCO3)cs1)c1ccc(S(=O)(=O)N2CCCCC2)cc1	-10.7	9.2	-0.2	8.0	6.6	-18.9	-2.0	1.0	-10.1	4.5
COc1ccc(C2=NN(S(=O)(=O)c3ccccc3)C(c3ccccc3)C2)cc1 (stereo unspecified)	0.3	0.2	0.3	0.2	11.9	-4.9	-0.1	-6.9	-0.1	4.1
CC(OC(=O)c1ccc(S(=O)(=O)N2CCCCC2)cc1)C(=O)Nc1ccc(C(N)=O)cc1 (stereo unspecified)	0.8	0.4	-1.0	-1.4	-6.6	-5.8	-3.4	-7.5	-9.3	4.4
CN(Cc1ccccc1)C(=O)COC(=O)c1ccc(S(=O)(=O)N(C)C)cc1	6.0	0.4	1.7	3.3	-3.1	-1.7	-3.4	-12.6	-7.2	2.9
C[C@@H]1CC2=C(C(=O)OC(C)(C)O2)[C@H](c2ccc(F)cc2)O1	0.6	0.3	6.0	-1.5	-7.7	5.6	4.1	-3.5	-6.4	-4.0
COCC(=O)N1CCN(c2cccc(Cl)c2)CC1	1.8	0.1	5.3	-1.3	-11.1	-4.9	-2.9	3.2	5.6	4.3
COc1ccc(C(C(=O)OC(C)CN(C)C)c2ccccc2)cc1 (stereo unspecified)	3.1	-0.4	-4.4	0.2	12.8	0.7	-0.6	-0.4	4.2	6.4
COc1cccc(/C=C2\SC(=O)N(CCC(=O)N3CCC(C(=O)O)CC3)C2=O)c1	-31.2	-0.2	6.2	17.5	0.6	-48.3	-7.2	11.1	-5.6	-1.1
C=CCn1c(SCC(=O)Nc2nc3ccccc3s2)nnc1-c1ccccc1O	-1.1	0.9	-2.6	-1.0	6.7	0.0	-1.6	-1.8	4.6	0.8
Cc1ccoc1C(=O)N1CCCC(CO)(Cc2ccc(F)cc2)C1 (stereo unspecified)	-1.4	0.2	1.9	-2.3	-1.0	-4.1	-3.4	0.6	0.0	4.4
CCCCCCCCN1C(=O)[C@@H](CC(=O)NCCCOCCCC)C[C@@]2(C(=O)OC)C1=C[C@H](COCc1ccccc1)O[C@@H]2C	-5.1	0.7	1.3	0.4	·	-0.6	3.4	0.1	·	-6.6
CCCCCCC(O)(c1ccc(OC)cc1)C(CN1CCOCC1)c1ccccc1 (stereo unspecified)	3.4	0.0	7.2	-2.0	-1.3	2.8	5.6	4.0	-4.8	-1.1
CCOc1ccc(NC(=O)c2ccc3c(c2)N(Cc2ccc(F)cc2)C(=O)CS3=O)cc1 (stereo unspecified)	4.0	0.2	-8.8	-1.9	-16.9	4.3	5.1	-0.1	6.3	-6.2
O=C(CCNS(=O)(=O)c1cccs1)N1CCc2ccccc2C1	2.6	0.1	5.2	-0.1	16.5	0.0	0.6	-0.7	0.9	-2.2
COc1ccc(CNC(=O)CCCN2C(=O)c3ccccc3C2=O)cc1	0.7	-0.3	2.5	0.0	-6.9	1.4	-6.9	-1.7	-0.4	-1.2
COc1ccc(NC(=O)CSc2nc(O)cc(=O)n2-c2ccc(OC)cc2)cc1	0.2	0.1	-4.8	-0.6	2.4	-5.0	4.2	2.8	5.6	3.4
CC(=O)Nc1cccc(C(=O)OC2CCOC2=O)c1 (stereo unspecified)	-1.2	-0.6	2.0	-0.8	-11.4	-7.6	-5.6	-0.3	0.2	0.9
CCN(CC)CCNC(=O)Cn1cnc2sc(C)c(S(=O)(=O)N3CCN(c4ccccc4OC)CC3)c2c1=O	2.4	-0.3	-3.4	-0.2	-6.9	-0.9	-1.3	1.6	7.6	4.4
Cc1cccc(Cn2cc(COC(=O)N(C)Cc3ccccc3)nn2)c1	-1.5	0.7	2.6	2.4	·	-4.7	-8.8	0.2	·	4.7
O=C(Nc1ccccc1NC(=O)C1CCCO1)c1ccco1 (stereo unspecified)	-0.7	0.1	1.2	-0.2	7.5	2.4	0.0	3.5	-2.8	2.8
O=c1cc(N2CCN(c3ccc(F)cc3)CC2)[nH]c(=O)n1Cc1ccc(F)cc1	2.0	0.4	-2.8	-1.9	-5.9	2.1	-0.5	-0.2	-1.6	1.4
COc1cc(OC)cc(C(=O)NC2CCCN(Cc3ccc(Cl)cc3)C2)c1 (stereo unspecified)	-0.2	0.4	0.7	-1.3	8.1	-1.5	4.2	4.8	14.6	-0.2
COc1ccc(-c2ccc(=O)n(Cc3ccc([N+](=O)[O-])cc3)n2)cc1	-0.6	0.3	-4.3	1.3	3.2	-4.0	-2.7	-2.6	-2.6	0.2
CC(NC(=O)Nc1ccc(F)cc1)C(c1cccs1)N1CCCC1 (stereo unspecified)	4.6	-0.4	1.3	-1.2	4.7	4.9	-0.3	-5.2	8.3	-4.7
Cc1ccc(CSc2nnc(C)c(=O)[nH]2)cc1	-0.9	0.2	2.7	-2.0	-1.2	0.1	-0.1	2.0	-7.1	-6.0
CN1C(=O)c2cccc3c(N(C)C)ccc(c23)C1=O	-72.8	1.2	-0.9	-39.0	6.1	-91.1	-2.1	5.6	-0.7	-24.8
CCCC(C)C(=O)Nc1ncc(S(=O)(=O)c2ccc([N+](=O)[O-])cc2)s1 (stereo unspecified)	0.3	-0.3	8.6	-0.6	-2.5	-3.4	5.7	2.6	-7.7	-4.7
N/C(=N\OC(=O)c1cccc(F)c1)c1ccccc1	-1.5	0.8	8.5	10.0	-5.2	2.9	-3.6	10.7	5.0	3.5

3 compounds from above, sorted by SMILES length, falling.
SMILES	PLC-gamma1 inh	proKLK7 act	DDE Tn7 FP inh	UHRF1 binding	ASAP1 inh	PLC-beta3 inh	ADAM17 inh	DDE Tn6 FP inh	ARFGAP1 inhibitor	MBD2 DNA inh
CC(OC(=O)c1ccc(S(=O)(=O)N2CCCCC2)cc1)C(=O)Nc1ccc(C(N)=O)cc1 (stereo unspecified)	0.8	0.4	-1.0	-1.4	-6.6	-5.8	-3.4	-7.5	-9.3	4.4
COc1ccc(NC(=O)CSc2nc(O)cc(=O)n2-c2ccc(OC)cc2)cc1	0.2	0.1	-4.8	-0.6	2.4	-5.0	4.2	2.8	5.6	3.4
O=C(CCNS(=O)(=O)c1cccs1)N1CCc2ccccc2C1	2.6	0.1	5.2	-0.1	16.5	0.0	0.6	-0.7	0.9	-2.2

Later entries:
SMILES	PLC-gamma1 inh	proKLK7 act	DDE Tn7 FP inh	UHRF1 binding	ASAP1 inh	PLC-beta3 inh	ADAM17 inh	DDE Tn6 FP inh	ARFGAP1 inhibitor	MBD2 DNA inh
C#CCSc1nc2sc3c(c2c(=O)n1C)CCC3	-0.6	-0.5	0.7	19.8	9.2	-4.3	-2.5	-2.1	-1.4	2.1
COc1ccc(-c2nc3ccccc3c(=O)n2CCN2CCOCC2)cc1	0.6	0.5	0.6	1.5	-11.0	1.4	0.7	7.7	-3.5	3.1
CC(CCc1ccc(O)cc1)N1CCC(Oc2ccc(C(=O)N3CCCC3)cc2)CC1 (stereo unspecified)	2.7	-0.1	-3.9	0.6	-5.2	-4.5	0.2	1.2	0.4	-2.6
Cc1ccc(NC(=O)CSCC(=O)N(C)CC(=O)Nc2cccc3ccccc23)cc1	-1.3	0.1	3.5	-2.5	-2.6	-1.7	-2.7	-6.4	11.0	1.7
N#Cc1ccc(S(=O)(=O)N2CCN(c3ncccn3)CC2)cc1	1.4	0.4	-1.7	5.0	3.4	-3.6	-1.2	1.8	5.5	2.3
COc1ccc(Cl)cc1NC(=O)c1nnn(CC(=O)Nc2ccc(OC)c(OC)c2)c1N	-0.8	-0.2	1.5	-0.9	-7.0	-3.4	-2.7	1.8	0.5	-2.5
O=C(CC(=O)NN=Cc1ccc2c(c1)CCC2)NN=Cc1ccc2c(c1)CCC2	0.3	0.0	3.4	-0.3	-8.2	-0.4	-1.2	10.7	1.4	0.9
COc1ccc([N+](=O)[O-])cc1NS(=O)(=O)c1cc(C(=O)NCc2cccnc2)ccc1Cl	4.6	0.4	-1.2	0.0	3.2	-1.2	0.2	-9.0	-0.7	0.9
COc1ccc(-c2nc(SC(C)C(=O)NCC3CCCO3)n[nH]2)cc1 (stereo unspecified)	-3.0	-0.5	-1.1	-0.6	2.4	-0.2	-1.6	5.4	-6.4	-4.0
CCOC(=O)c1c(CSc2ccccc2)n(C)c2ccc(O)c(CN3CCOCC3)c12	2.4	0.5	5.6	-1.6	-7.3	1.5	2.8	0.1	3.9	-5.8
Cc1ccc(C)c(-n2c(Cc3cc(=O)[nH]c(=O)[nH]3)nnc2SCC(=O)NCc2ccco2)c1	-12.8	0.4	-3.2	0.9	13.0	-17.4	-3.9	-5.2	-8.0	-2.1
OCCOCCn1c2ccccc2c2ccccc21	4.3	0.9	-8.0	6.4	-6.6	5.0	5.6	5.4	5.3	3.4
CN(C)c1nc(N)nc(-c2ccco2)n1	0.1	0.2	-0.3	5.0	-5.3	1.6	-3.6	6.0	9.1	-5.4
COC(=O)c1cc(-c2cc3ccccc3o2)c(=O)n2c1CCC2	-50.0	-3.7	5.5	2.0	·	-67.8	-111.6	-3.5	·	-0.8
O=C(NC12CC3CC(CC(C3)C1)C2)N1CCN(c2ncccn2)CC1	3.6	0.0	-4.7	-0.3	6.7	0.0	-8.8	-6.9	8.5	5.1
CN(C)S(=O)(=O)c1ccc(N2CCCC2)c(C(=O)NNC(=O)COc2ccccc2Cl)c1	-18.9	-0.4	-7.0	-0.9	-2.7	-13.5	-5.7	-2.9	13.3	-6.3
S=C(N/N=C/c1ccc(Cl)cc1)N1CCOCC1	-5.0	-0.5	9.1	-3.5	-7.6	-3.6	1.1	7.4	0.1	-2.8
Cc1ccc(-n2c(SCC(=O)Nc3cc(S(=O)(=O)N4CCOCC4)ccc3Cl)nc3ccccc3c2=O)cc1	3.9	0.4	5.8	6.9	3.5	-0.5	-5.9	-0.2	5.2	0.6
O=C(NNC(=O)NC1CCCCC1)NC1CCCCC1	-0.2	-0.2	4.0	-0.8	3.8	1.2	1.2	-6.7	4.3	-1.1

Compound activity from PubChem.
